GLD-1 RNA inh – GLD-1-TGE RNA interaction inhibition (C. elegans); Q17339; purified GLD-1 + fluorescein TGE RNA, fluorescence polarization; inhibition, % at 5.96 µM; 320,000 tested, 0.44% active;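 active means percent inhibition above a per-plate cutoff, the plate mean of test compounds plus 3 SD, cut at about 30% in these data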;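 further: 0% = DMSO wells with GLD-1 and probe and 100% = wells lacking GLD-1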
BCLXL inh – blocks human Bcl-xL binding to Bim BH3 peptide | AID 2129 | 320,000 tested, 0.7% active | inhibition, % at 10.9 µM | GST-Bcl-xL / FITC-Bim BH3 peptide fluorescence polarization | Q07817;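 active means inhibition above the mean of all tested compounds plus 3 SD, cutoff set per campaign, cut at about 30% in these data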;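 further: 0% = DMSO wells and 100% = unlabeled Bim-BH3 peptide competitor; inhibitors lower millipolarization by displacing the labeled peptide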
Target sequence (Q07817 whole entry, looked up): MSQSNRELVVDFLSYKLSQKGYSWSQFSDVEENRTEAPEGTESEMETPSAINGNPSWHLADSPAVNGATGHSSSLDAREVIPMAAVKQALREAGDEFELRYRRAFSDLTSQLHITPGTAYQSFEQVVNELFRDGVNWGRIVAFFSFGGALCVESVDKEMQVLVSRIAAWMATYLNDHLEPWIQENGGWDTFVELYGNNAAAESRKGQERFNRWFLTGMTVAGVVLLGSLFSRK
Fam108B counter – Fam108B inhibition, counter-screen for RBBP9 inhibitors | 300,000 tested, 0.33% active | AID 1947 | inhibition, % at 9.51 µM | recombinant Fam108B, FP-Rh probe fluorescence polarization;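 active means inhibition above the screen mean inhibition plus 3 SD, computed separately per campaign, cut at about 18% in these data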;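 further: inhibitors lower polarization as less probe binds the enzyme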
MEX-5 binding – C. elegans MEX-5 TCR-2 RNA binding activity | Q9XUB2 | MEX-5/FITC-TCR2 RNA binding, fluorescence polarization; hits give low values | activity score (negative = inhibition of binding), % at 10 µM | 300,000 tested, 0.38% active;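 active means inhibition past about -25% in most replicates, and total fluorescence under double the plate's negative control median, limit read from the data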;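 further: 0% = DMSO and -100% = 5 µM competing unlabeled TCR2 RNA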
Target sequence (Q9XUB2 whole entry, looked up): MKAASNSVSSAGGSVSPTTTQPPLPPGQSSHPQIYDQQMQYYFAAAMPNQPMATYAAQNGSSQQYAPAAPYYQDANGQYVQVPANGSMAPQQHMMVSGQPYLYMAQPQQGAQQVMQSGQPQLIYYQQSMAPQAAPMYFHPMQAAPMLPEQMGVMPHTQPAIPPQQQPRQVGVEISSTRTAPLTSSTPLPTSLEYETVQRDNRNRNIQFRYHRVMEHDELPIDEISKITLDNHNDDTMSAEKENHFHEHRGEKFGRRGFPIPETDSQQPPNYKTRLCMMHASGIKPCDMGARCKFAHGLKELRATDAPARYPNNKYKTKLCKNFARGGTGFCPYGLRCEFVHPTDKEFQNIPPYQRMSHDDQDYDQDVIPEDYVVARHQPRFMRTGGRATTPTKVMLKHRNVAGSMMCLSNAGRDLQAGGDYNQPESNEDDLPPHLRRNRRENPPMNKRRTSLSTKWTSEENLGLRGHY
MCL1-BIM inh – inhibitors of human MCL1 binding to BIM-BH3 peptide | GST-MCL1 / FITC-Bim-BH3 fluorescence polarization | inhibition, % at 10.9 µM | 320,000 tested, 0.68% active;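 active means inhibition above the mean inhibition of all tested compounds plus 3 SD, set per campaign, cut at about 40% in these data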;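 further: 0% = DMSO wells and 100% = unlabeled Bim-BH3 peptide control; higher means more loss of mP so more displacement of Bim peptide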
Target sequence (Q07820 whole entry, looked up): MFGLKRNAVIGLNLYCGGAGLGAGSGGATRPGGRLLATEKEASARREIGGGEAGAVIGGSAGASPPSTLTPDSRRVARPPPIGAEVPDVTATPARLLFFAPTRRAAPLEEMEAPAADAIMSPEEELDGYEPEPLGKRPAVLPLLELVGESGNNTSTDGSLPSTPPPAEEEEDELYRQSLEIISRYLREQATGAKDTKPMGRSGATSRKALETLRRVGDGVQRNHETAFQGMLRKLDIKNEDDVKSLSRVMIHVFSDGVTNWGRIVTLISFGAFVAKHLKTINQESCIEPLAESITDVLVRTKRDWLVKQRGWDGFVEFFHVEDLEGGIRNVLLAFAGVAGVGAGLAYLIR
PME-1 inh – PME-1 (human) inhibition | inhibition, % at 5.9 µM | Q9Y570 | AID 2130 | recombinant PME-1, FP-Rh probe fluorescence polarization | 320,000 tested, 0.53% active;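 active means inhibition above the campaign mean of all compounds plus 3 SD, cut at about 26% in these data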;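 further: competitive labeling of PME-1 active site by serine hydrolase directed probe; 0% = PME-1 with DMSO and 100% = wells lacking PME-1 enzyme; inhibitors block probe labeling so polarization falls and inhibition rises; many of its hits are not listed in these tables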
Efflux pump mplx – blocks antifungal efflux pumps in multiplex yeast assay; S. cerevisiae Candida pump triplex, Nile Red efflux; inhibition, % at 10 µM; 330,000 tested, 0.44% active;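 active means plate passing quality check with inhibition over a set limit, or well fluorescence over plate mean plus 4 SD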;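 further: Nile Red retained in pooled yeast measured as flow cytometry median fluorescence; 0% = buffer negative control and 100% = Enniatin B positive control; higher means more Nile Red kept so more efflux inhibition; some compounds called inactive have numbers as strong as hits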
VLA-4 inh – inhibition in a human VLA-4 binding assay. P13612. VLA-4 expressing cells, ligand binding flow cytometry. inhibition, % (about 7 µM as worked out from the volumes in the protocol). 330,000 tested, 0.2% active; in the data active means inhibition above about 50%
GRK2 aptamer HTS – inhibitors of human GRK2 displacing RNA aptamer. bead flow cytometry, FAM-aptamer displacement from GRK2. inhibition of aptamer binding, % at 10 µM. 330,000 tested, 0.59% active;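 active means inhibition of aptamer binding above 40%, roughly 3 SD of noise, on plates passing a quality check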;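 further: median bead fluorescence of bound FAM aptamer so fluorescent compounds give negative values; no value below 0 was filed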
Starred values were filed as active, the others as inactive; · = no result given. These rows are one share of the data; the hit share may differ from the screen's.

SMILES	GLD-1 RNA inh	BCLXL inh	Fam108B counter	MEX-5 binding	MCL1-BIM inh	PME-1 inh	Efflux pump mplx	VLA-4 inh	GRK2 aptamer HTS
CNS(=O)(=O)c1ccc2c(c1)oc(=O)c1cc(S(=O)(=O)NC)ccc12	5	-2	1	-0.7	-5	-1	-0.1	-8	3
CO/N=C(\N)c1ccc([N+](=O)[O-])cc1	-1	4	-1	-4.4	-1	-2	-0.1	17	0
CC(C)(C)c1ccccc1NC(=S)NCc1ccccc1	8	-1	-2	-2.1	2	-2	0.0	25	1
Cc1c(NC(=O)c2c(N)sc3c2CCCC3)c(=O)n(-c2ccccc2)n1C	3	15	-3	1.0	6	-6	0.2	6	0
COc1cccc(NC(=O)c2nc3nc(C)cc(C(F)F)n3n2)c1	3	-3	-5	0.2	0	1	0.2	20	5
COCCCNC(=O)CN(c1cc(Cl)ccc1OC)S(=O)(=O)c1ccc(C)c([N+](=O)[O-])c1	-1	1	0	0.7	-5	6	-0.1	8	0
CCNS(=O)(=O)c1ccc(CCC(=O)N2CCN(Cc3ccccc3)CC2)cc1	5	4	1	-0.1	17	-3	-0.1	10	2
CC[N+](CC)(CC(=O)Nc1c(C)cccc1C)Cc1ccccc1	4	6	-2	·	-3	-12	0.0	12	2
COc1ccccc1OCCNC(=O)CCNC(=O)c1ccccc1OC	3	-2	·	·	5	4	0.0	-4	0
CSc1ccc(/C=N/Nc2nc(C)cc(=O)[nH]2)cc1	2	-6	2	0.2	6	9	-0.1	18	0
O=C(COC(=O)Cc1ccc(Cl)cc1)Nc1cc(S(=O)(=O)N2CCOCC2)ccc1N1CCCC1	2	5	0	-0.7	7	3	0.3	13	0
CCCOC(=O)Cn1cnc2scc(-c3ccc(OC)cc3)c2c1=O	2	4	0	-3.7	2	0	-0.1	-7	0
O=C(O)c1ccc(S(=O)(=O)c2ccc3c(c2)C(=O)N(NC(=O)c2ccncc2)C3=O)cc1	1	5	-1	-1.9	11	-1	0.0	4	5
CN(C)C(/C=C/Nc1ccc(O)cc1)=C(C#N)C#N	3	3	4	-4.8	-6	-2	0.0	-6	0
O=C(Cc1ccc(F)cc1)c1ccc(O)cc1O	15	22	0	-6.0	20	0	-0.1	39	0
O=C(CCN1C(=O)C2C3CCC(C3)C2C1=O)Nc1cccc(Cl)c1 (stereo not given)	-3	-2	-1	0.8	-12	-7	0.3	6	0
CCn1c2ccc(/C(C)=N\O)cc2c2cc(/C(C)=N\O)ccc21	-1	8	2	-0.3	4	6	-0.1	-6	0
CC(C)c1cc(NCCOCCO)n2c(nc3ccccc32)c1C#N	-5	0	2	-1.4	-6	1	0.1	-7	3
COC(=O)/C(=C1/Oc2ccc(C)cc2S1)C(F)(F)F	-2	2	0	1.1	5	3	0.0	-1	0
CC(=O)c1cccc(NCC(=O)N2CCN(S(=O)(=O)c3ccccc3)CC2)c1	2	7	·	·	-1	1	-0.1	-12	0
COc1ccc(NS(=O)(=O)c2ccc(C)c(C(=O)NCC(c3ccco3)N(C)C)c2)cc1 (stereo not given)	0	4	0	-2.5	1	-7	-0.2	8	0
CN1CCN(c2oc(Cc3cccc4ccccc34)nc2C#N)CC1	-7	6	1	-0.1	-5	6	0.1	-7	1
O=c1c2cccnc2[nH]c(=S)n1CCCN1CCN(c2ccc(F)cc2)CC1	0	4	-3	1.8	1	-5	0.3	8	3
CCC1CCCCN1CCCNC(=O)c1ccc(CS(=O)(=O)Cc2ccc(Cl)cc2)o1 (stereo not given)	10	1	-1	-1.3	0	-5	-0.1	0	0
Cc1ccc(C)c(OCc2cc(C(=O)N3CCC(N4CCCC(O)C4)CC3)no2)c1 (stereo not given)	-7	0	-4	1.2	7	-1	0.0	12	0
CC(C)C(CCNC(=O)CN1C(=O)c2ccccc2C1=O)c1ccco1 (stereo not given)	2	8	0	0.9	11	-3	-0.1	-5	4
CCN(CC(=O)NC(C)(C)C)C(=O)C(c1ccccc1)c1ccccc1	7	3	3	0.0	0	-12	0.1	2	2
Cc1cccc(NC(=S)N2CCN(c3ccccc3F)CC2)c1C	-1	8	1	-0.5	8	0	0.5	13	3
CC(C)(C)OC(=O)N1CCN(c2ccc(NC(=O)Cn3nnc(-c4ccccc4)n3)cc2)CC1	5	8	-2	-0.2	9	-3	0.1	5	0
CC(C)(C)OC(=O)C[C@H]1C/C=C\C[C@@H](CC(=O)N[C@H](CO)Cc2ccccc2)C(=O)NC[C@H](c2ccccc2)OC1=O	5	·	·	·	·	·	0.1	-7	4
O=C(NCc1ccc(Cl)cc1)C1CCN(S(=O)(=O)c2ccc(F)cc2)CC1	-1	5	-5	2.3	4	25	0.0	2	0
COc1cccc(CNC(=O)c2nnn(CC(=O)Nc3ccc(C)c(C)c3)c2N)c1	5	2	-7	-2.1	-13	-15	-0.2	5	0
N#Cc1ccccc1NC(=O)Nc1cccs1	-1	8	0	-1.8	7	-10	0.1	0	1
CN(Cc1ccccc1)C1(CNC(=O)CCC(F)(F)F)Cc2ccccc2C1	5	5	2	-1.1	25	-6	-0.1	14	0
O=C(COC(=O)/C=C/c1cccc(Br)c1)NC1CCCCCC1	0	6	·	·	4	-1	-0.2	3	0
O=C(c1cc(COc2ccc(F)cc2Cl)on1)N1CCCCCC1	7	4	1	1.2	7	-1	0.0	-11	1
CCOC(=O)[C@@H]1[C@H]2COc3cc(OC)ccc3[C@@H]2N2C(=O)N(c3ccc(F)cc3)C(=O)[C@@]12C	3	·	·	·	·	·	0.0	1	0
CCCCCc1cc(=O)oc2c(C(CCN3CCCC(C)C3)c3ccc4c(c3)OCO4)c(OC)cc(OC)c12 (stereo not given)	2	-4	3	0.6	1	-1	0.2	18	0
Cc1ccc(-c2csc3nc(C)n(-n4c(C)ccc4C)c(=O)c23)o1	5	4	-4	3.3	7	-1	-0.1	-4	0
CC(=O)OCCNc1cc(SC(C)C)c2nonc2c1[N+](=O)[O-]	-2	3	0	·	2	3	-0.1	5	1
CCOC(=O)[C@@H]1[C@H]2COc3cc(OC)ccc3[C@H]2N2C(=O)N(c3cccc(Cl)c3)C(=O)[C@]12C	-1	4	-4	0.4	0	-1	0.1	25	3
COc1ccccc1-c1nc(C(=O)NCC2CCCO2)cc2c1[nH]c1ccccc12 (stereo not given)	0	4	-2	4.4	5	-11	0.1	-11	0
O=C(O)COc1ccc(/C=N/O)cc1Br	4	4	0	-0.7	0	-4	-0.1	27	1
NC(=O)C[n+]1cccc(CNC(=O)c2ccc(OC(F)F)cc2)c1	-5	4	3	-1.6	8	-14	-0.3	-1	0
COc1ccc(CCNS(=O)(=O)c2ccc3c(c2)NC(=O)C(C)S3)cc1OC (stereo not given)	0	8	1	0.5	6	8	-0.1	-5	0
O=C(NN1C(=O)C2C(c3ccccc3)C=CC(c3ccccc3)C2C1=O)c1ccncc1 (stereo not given)	-1	1	-1	0.9	8	1	0.1	9	0
COC(=O)c1cccnc1-n1c(=O)c2cccnc2n(CC(=O)Nc2ccc(Br)cc2)c1=O	3	4	3	0.6	4	-8	0.2	0	0
COCn1c(-c2ccccc2)nc2ccccc21	1	4	-1	0.3	0	-1	0.0	1	0
S=C1NC2=C(CCC/C2=C\c2ccc(Cl)cc2)C(c2ccc(Cl)cc2)N1 (stereo not given)	1	8	-1	-5.0	7	-1	0.3	18	0
COc1ccccc1CC(=O)Nc1ccc2c(c1)CCC2	-2	0	-2	-0.2	-1	11	0.1	-35	0
COc1ccc(/C(N)=N/OC(=O)Cc2ccc(C)cc2)cc1OC	4	-1	0	-0.7	-1	-5	0.0	5	2
CCOC(=O)N1CCN(C(=O)COC(=O)COc2c(C)cc(C)cc2C)CC1	0	3	-1	2.1	0	-12	0.2	-6	3
CCN(CC)Cc1c(C(=O)N2CCc3ccccc3C2)nc2ccc(Cl)cn12	12	13	0	-3.0	10	-2	0.0	5	1
Cc1ccc(NC(=O)CO/N=C(\N)c2ccccc2)cc1C	-3	·	·	·	·	·	0.0	5	1
CN(C)C(=O)c1nc2ccccc2s1	0	4	-1	2.2	4	3	-0.1	1	0
C[C@H](CO)N1C[C@H](C)[C@@H](CN(C)S(=O)(=O)c2ccccc2)Oc2ccc(NC(=O)CCC(F)(F)F)cc2C1=O	-1	·	·	·	·	·	0.2	4	0
CCO/N=C/c1ccc(OC)c(Oc2nc(OC)cc(OC)n2)c1	2	2	-4	-4.5	1	1	0.0	1	0
CC1CCCN(c2ccc3nc4ccccc4c(=O)n3n2)C1 (stereo not given)	-2	14	5	-1.3	12	-5	-0.1	8	2
Cc1noc(C)c1COc1ccc(C(=O)NNC(=O)c2ccccc2O)cc1	3	9	5	2.6	7	-1	0.2	-2	1
Cc1ncsc1C(=O)N1CCCC(CNS(=O)(=O)c2cccs2)C1 (stereo not given)	0	-2	3	0.4	-1	0	0.0	-21	0

Other results follow.
SMILES	GLD-1 RNA inh	BCLXL inh	Fam108B counter	MEX-5 binding	MCL1-BIM inh	PME-1 inh	Efflux pump mplx	VLA-4 inh	GRK2 aptamer HTS
N#CCCN(Cc1cccnc1)C(=S)NC1CC2C=CC1C2 (stereo not given)	6	11	0	-3.4	16	-3	-0.1	3	0
COc1ccc(OC)c(CNn2c(-c3cccc(C)c3)nc3ccccc3c2=O)c1	4	7	-3	1.2	4	2	0.7*	-7	3
O=C(CN(C(=O)Cn1nnc(-c2ccc(F)cc2)n1)C1CCCC1)NC1CCCC1	5	5	1	1.9	1	2	-0.1	7	0
Cn1c(CNC(=O)c2ccco2)nnc1SCC(=O)c1ccc(Br)cc1	1	-5	-3	-0.8	-5	6	0.0	14	4
CCOC(=O)c1cnc(SCC(=O)Nc2ccc3c(c2)OCCO3)nc1N	-1	8	3	-0.3	1	-2	-0.1	3	4
COc1ccc(NC(=O)CN(C)S(=O)(=O)c2ccc3c(c2)c(=O)n(C)c(=O)n3C)cc1	-2	0	-2	-1.1	-2	-3	-0.2	0	2
CCC(C)(C)NC(=S)Nc1ccc(-c2nc3ccc(C)cc3s2)cc1	-4	2	-6	0.4	-3	1	-0.5	10	2
CC1=C(C#N)C(Nc2cc(C)ccn2)(C(F)(F)F)C(=O)N1 (stereo not given)	-5	-11	-9	1.7	-17	3	0.2	6	0
Cc1cc(C)cc(NC(=S)N2CCN(C(=O)c3ccco3)CC2)c1	-4	4	-4	1.6	10	-5	-0.3	25	0
Cc1c(NC(=O)c2cccc(NC(=O)Cc3ccccc3F)c2)c(=O)n(-c2ccccc2)n1C	0	-8	·	·	-7	4	-0.1	-1	3
CC1CC(=O)N(CC(=O)NCc2ccc3c(c2)OCO3)c2ccccc2S1 (stereo not given)	-1	-3	-2	-0.1	-1	-6	-0.1	-10	0
COc1ccc(NC(=O)C23CC4CC(C2)CC(n2cnc(Br)n2)(C4)C3)cc1OC	6	4	-1	2.3	12	4	0.1	4	0
CCOCCCNC(=S)N(CCN(CC)CC)Cc1cc2cc3c(cc2[nH]c1=O)OCCO3	-5	7	-5	1.3	3	-3	-0.1	-5	0
CCCc1cc(=O)[nH]c(SCC(=O)NC2CCCCCCC2)n1	-4	·	·	·	·	·	0.1	18	0
CC(C)CN1C(=O)NC(NC(=O)c2cccs2)(C(F)(F)F)C1=O (stereo not given)	3	5	2	-0.1	2	-1	0.0	-5	0
O=Cc1ccc(O)c(O)c1	-1	4	-5	0.3	10	-2	0.0	9	0
